KDM5B inhibitor – KDM5B demethylase inhibition. Potency, µM (series often up to 57.7 µM), for the others: at the highest dose activity change, negative = inhibition, actives largely listed as inhibitors. KDM5B demethylase, FDH-coupled NADH fluorescence (FDH is formaldehyde dehydrogenase). hit rate 2.6% among 220,000; active = well fitted inhibition curve with a large enough effect; inconclusive = small, poorly fitted or top-dose-only effect; inactive = no such curve, though single readings can be large or run the other way; also: 0% is about no effect; nearly all actives have a fitted effect of over 70% in size
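qHTS format, multiple compound concentrations. Buffer 50 mM HEPES pH 7.5/0.01% Tween-20; 200 nM KDM5BΔAP final; 10 min compound preincubation; substrate-mix levels 12.5 µM peptide, 25 µM α-KG, 0.25 mM NAD⁺; 30 min RT; ΔRFU.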
The depositor's hits bear a star; ? = inconclusive; & = joins results of further samples; [ ] = remark or other dose. Potency is read from the fitted curve at half-maximal effect.

SMILES | KDM5B inhibitor
CC(C)OC(=O)NN(C(=O)OC(C)C)[C@@H]1C=C(C(=O)N[C@H](C)C(N)=O)C[C@@H](O)[C@H]1O | 19%[86.2 µM]
O=C(O)c1ccc(-c2ncc3cnc(C4=CCOCC4)cn23)cc1 | ?
COc1cc(NC(=O)c2nc3ccccc3nc2C)cc(OC)c1OC | 4%
Cc1cc(C)n2c(Nc3ccc(Cl)cc3)c(-c3ccsc3)nc2n1 | -4%
Cc1ccccc1CN1C(=O)C(O)(c2c[nH]c3ccccc23)c2cc(Cl)ccc21 (centres undefined) | -18%
Cc1ccc(NC(=O)COC(=O)Cn2cnc3c2c(=O)n(C)c(=O)n3C)cc1 | 4%
CN(C)S(=O)(=O)c1ccc(C(=O)Nc2ccc(-n3nncc3-c3ccccc3)cc2)cc1 | -27%
COc1ccc(CNC(=O)CCNS(=O)(=O)c2cccc3nsnc23)cc1 | -24%
CCOc1ccc(-n2ccnc2SCC(=O)Nc2nc3ccc(C)cc3s2)cc1 | 7%
Cc1ccc2c(c1)-c1ccccc1C2=O | -9%
CC[C@H]1CN(S(=O)(=O)c2c(C)noc2C)CC[C@H]1CC(=O)NCc1cccc2ccccc12 | -28%
Cc1ccc(-n2ncc3c(N4CCCCC4)ncnc32)cc1Cl | -8%
CC(C)(C)CCN1CCCC(COc2ccccc2C(=O)NC2CC2)C1 (centres undefined) | -19%
CCOC(=O)NC(C(=O)OCC)(c1ccc(F)cc1)C(F)(F)F (centres undefined) | 23%
CC(C)Oc1ccc(C(CCN)C2CCCCC2)cc1 (centres undefined) | -22%
Cc1nc(COc2ccc(C(=O)N3CCN(C4CCS(=O)(=O)C4)CC3)cc2)cs1 (centres undefined) | 21%
CCc1nc(C)ccc1OCC(=O)N1Cc2[nH]cnc2CC1C(=O)O (centres undefined) | -8%
O=C(c1cc[n+]([O-])cc1)N1CCCC(CO)(CCCc2ccccc2)C1 (centres undefined) | 15%
Cc1cc(C)cc(N2C(=O)CSC23C(=O)N(CC(=O)NCCc2ccccc2)c2ccccc23)c1 (centres undefined) | -7%
O=C(OCC1CCCO1)c1ccc2c(c1)N(Cc1ccccc1Cl)C(=O)c1ccccc1S2(=O)=O (centres undefined) | ?
COCC(=O)N1CCC(C(=O)NCc2cc(-c3cccc(F)c3)no2)CC1 | -4%
Cc1cccc(N(C)C(=O)Cn2c(=O)n(-c3cccc(C)c3)c(=O)c3c2cc(C)n3C)c1 | -6%
COc1ccc(OC)c(NC(=O)C(CC(C)C)N2Cc3ccccc3C2=O)c1 (centres undefined) | -13%
N/C(=N\NS(=O)(=O)c1ccccc1C(F)(F)F)c1ccccn1 | ?
CCOC(=O)Cn1c(=O)n(CC2CCCO2)c2nc(-c3ccc(OC)cc3OC)nc(C(N)=O)c21 (centres undefined) | 13%

Among those listed so far, these contain a COOH group.
SMILES | KDM5B inhibitor
O=C(O)c1ccc(-c2ncc3cnc(C4=CCOCC4)cn23)cc1 | ?
CCc1nc(C)ccc1OCC(=O)N1Cc2[nH]cnc2CC1C(=O)O (centres undefined) | -8%

Entries above that contain a Cl atom:
SMILES | KDM5B inhibitor
Cc1cc(C)n2c(Nc3ccc(Cl)cc3)c(-c3ccsc3)nc2n1 | -4%
Cc1ccccc1CN1C(=O)C(O)(c2c[nH]c3ccccc23)c2cc(Cl)ccc21 (centres undefined) | -18%
Cc1ccc(-n2ncc3c(N4CCCCC4)ncnc32)cc1Cl | -8%
O=C(OCC1CCCO1)c1ccc2c(c1)N(Cc1ccccc1Cl)C(=O)c1ccccc1S2(=O)=O (centres undefined) | ?

Following part.
SMILES | KDM5B inhibitor
COc1ccc(Cl)cc1NC(=O)C[C@H]1NC(=O)c2ccccc2NC1=O | -18%
Cc1nn(CC(=O)NC(C)(C)C)c(C)c1S(=O)(=O)N1CCCC(C(=O)N2CCOCC2)C1 (centres undefined) | 6%
O=C(NCc1c[nH]c2ncccc12)c1cncc(Br)c1 | -24%&-2%[86.2 µM]
CCOc1ccc(C(=O)NC(C(=O)NOC)C(C)C)cc1 (centres undefined) | -7%
CC(C)(C)NC(=O)/C(C#N)=C\c1ccc(OC(F)F)cc1 | ?
Cc1nc(C)c(C(=O)C2=C(O)C(=O)N(CCCN(C)C)C2c2ccco2)s1 (centres undefined) | -31%
C=CCSc1ncccc1C(=O)NCCc1ccc(Cl)cc1 | 33%
COc1ccc2c(c1)c1c(c(=O)n(Cc3ccccc3)c(=O)n1Cc1cc(C)ccc1C)n2C | ?
CN(C)C(=O)c1ccc(NCC(=O)N2N=C(c3ccc(Cl)cc3)CC2c2ccco2)cc1 (centres undefined) | -4%
O=C(Cn1nc2c(cc1=O)CCCC2)N1CCN(c2ccc(Cl)cc2)CC1 | 10%
O=C(COc1ccccc1)Nc1nn2cc(-c3ccccc3)nc2s1 | 14%
CCOC(=O)N1CCN(C(C(=O)O)c2c[nH]c3c(OC)cccc23)CC1 (centres undefined) | -7%
COc1c(C)cnc(Cn2c(-c3ccccc3)nc(C)c(CCO)c2=O)c1C | -13%
CCCOc1ccc(C(=O)N(Cc2ccc(Cl)cc2)Cc2ccco2)cc1 | ?
COC(=O)CNC(=O)c1cc(-c2ccc(Cl)cc2Cl)nc2c1cnn2C | 79µM*
OCc1cc(CC2(NCc3ccccc3O)COC2)no1 | ?
CCOC(=O)Cn1nc(C2CC2)c2c(C(F)F)cc(-c3cnn(C)c3C)nc21 | ?
CCOC(=O)c1ccc(NC(=O)N2CC3CCCN3c3ccccc32)cc1 (centres undefined) | 8%
CCC(C)NC(=O)C1CCN(C(=O)C(C)(C)C)CC1 (centres undefined) | 10%
CC(C)C1=NOC2(CCN(C3CCCCC3)CC2)C1 | 18%[149 µM]
Cc1ccccc1C(=O)c1cccn1CC(=O)NCc1cccc(Cl)c1 | -5%
CC(C)c1ccc(OCC(=O)Nc2cc(C(F)(F)F)ccc2N2CCOCC2)cc1 | 5%
O=[N+]([O-])c1ccc(-c2nc(Nc3cccc(O)c3)c3ccccc3n2)cc1 | -19%
COc1ccc(C2(C(=O)N3CCC4(CC3)CC(N(C(C)=O)C3CC3)CCO4)CC2)cc1 (centres undefined) | 16%
COc1ccccc1OCCNC(=O)c1ccc2c(c1)C(O)CCCCCN2C (centres undefined) | ?
SMILES | KDM5B inhibitor
O=C(NCCc1ccccn1)c1ccc(-c2nnc3ccc(NC(=O)C4CCC4)cn23)cc1 | ?
CN1CCN([C@@H]2[C@H](O)[C@H](CO)O[C@@H]2CNC(=O)Nc2cccc(Cl)c2)CC1 | -14%
c1ccc(C2=Nn3c(nnc3-c3cccs3)SC2)cc1 | 11%
COc1ccc(N2CCN(c3nc4ccc(C(=O)c5ccccc5)cc4n4cnnc34)CC2)cc1 | -24%
Cc1ccc(NC(=O)c2ccc(Cl)cc2Cl)nc1 | 12%
COc1ccc(NC(=O)CCS(=O)(=O)c2ccc(Br)s2)cc1 | -2%
Cc1cc(C)c(C)c(SC(C)C(N)=O)c1C (centres undefined) | 7%
Cc1c(Cl)cc(C(=O)N(C)CCC2CCOCC2)cc1Cl | 32%
CN(Cc1ccccc1)C(=O)C[C@@H]1CCNC[C@@H]1Cc1cc(-c2ccccc2)on1 | -17%[86.2 µM]
CCOc1ccc(NS(=O)(=O)c2ccc(C(=O)N(C)CC(=O)Nc3ccccc3Br)cc2)cc1 | -21%
CC(C)C(=O)Nc1ccc([C@H]2OCC(=O)N(Cc3nccn3C)[C@@H]2CO)cc1 | -12%[86.2 µM]
O=C(O)CCCC(=O)N1CCN(c2ccc(F)cc2)CC1 | 14%
N#C/C(=C/c1cccc2ccccc12)c1ccc([N+](=O)[O-])cc1 | 8%
COc1cc(C)cc2oc(=O)c(CC(=O)NCCc3ccccc3F)c(C)c12 | ?
CCn1nc(C)c(CN2CCC(n3nccc3NC(=O)CCCc3ccccc3)CC2)c1C | 3%&55%
COC(=O)[C@@H]1Cc2ncn(Cc3ccc(Cl)cc3)c2CN1S(C)(=O)=O | ?
CCn1cc(C(=O)N2CCC(C3CCN(C(=O)NC)CC3)C2)cn1 (centres undefined) | 9%
O=C(Cn1cnc2c(nc3n2CCCCC3)c1=O)Nc1ccc(F)cc1 | -10%
Cc1ccc(C(=O)NC[C@H]2O[C@@H](CC(=O)NCc3ccc(F)cc3)[C@H](O)[C@@H]2O)cc1 | -15%[86.2 µM]
CCOC(=O)C1CCC(CN(Cc2c(Cl)cccc2Cl)S(=O)(=O)c2ccc(F)cc2)CC1 (centres undefined) | -9%
CN(Cc1cccs1)C(=O)c1cccc(S(=O)(=O)N(C)C)c1 | 3%
Cc1ccccc1/C=N/NC(=O)c1ccccc1C | 9%
Cc1nc(CNC(=O)c2cccc(S(=O)(=O)N3CCOCC3)c2)cs1 | -16%
COc1ccc(-c2cc(N3CCCC(NC(=O)c4ccccc4F)C3)n[nH]2)cc1 (centres undefined) | -20%
COc1ccc(NC(=O)c2ccc(-c3nc(COc4ccccc4)c(C)o3)cc2)cc1 | -32%
SMILES | KDM5B inhibitor
CCCn1cc(-c2ccncc2)cc1C(=O)N1CCCCC1 | ?
COCCCNc1ncnc2sc3c(c12)CCNC3 | 25µM*
O=C(NCCCc1ccccc1)c1cc(C2CC2)nc2ccccc12 | -15%
CCc1nnc(NC(=O)C2CC(=O)N(c3n[nH]c4ccccc34)C2)s1 (centres undefined) | -7%
S=c1[nH]nc(-c2ccncc2)n1/N=C/c1cccc(Cl)c1 | ?
CCOc1ccc2c(c1)cc(C(=O)NCc1ccccc1)n2C | -37%
Cc1cccc(Cn2c(CN3CCOCC3)nc3c2c(=O)[nH]c(=O)n3C)c1 | 11%
COc1ccc(C(=O)N[C@@H]2CCC[C@@H]2C(=O)NCc2ccc(C)o2)cn1 | -35%
CC1CCCN(CCCN2C(=O)C3C(C(=O)Nc4cccc(Cl)c4)C4C=CC3(O4)C2C(=O)NC2CCCCC2)C1 (centres undefined) | -15%
CCc1nc(SC)ncc1C(=O)N1CCN(c2cc(Cl)ccc2C)CC1 | ?
CS(=O)(=O)N1CC(C(=O)NCCc2ccncc2)C2(CCOCC2)C1 (centres undefined) | -13%
COC(=O)C1=C(C)N=C2SC=C(CC(=O)NC3CC3)N2C1c1cccc(OC)c1 (centres undefined) | ?
Cc1cc(=O)n(CC(=O)N2CC[C@](C)(O)C(C)(C)C2)c2ccccc12 | -5%
CCOC(=O)C1=C(C)NC(=O)NC1c1cccc(Oc2ccc(Cl)cc2)c1 (centres undefined) | -19%
O=C(Nc1ncn[nH]1)C1CC(=O)N(c2ccc3c(c2)OCO3)C1 (centres undefined) | 15%
Cc1noc(C)c1S(=O)(=O)N1CCCOCCNC(=O)[C@@H]2CCCC[C@@H]21 | -6%
O=C(NC1C=CS(=O)(=O)C1)c1ccc2nc(-c3ccc(F)cc3)cn2c1 (centres undefined) | 25µM*
CCn1c2c(c(=O)n3ncc(C(=O)Nc4ccc(Cl)cc4C)c13)CN(Cc1ccc(OC)cc1)CC2 | ?
O=[S+]([O-])(Nc1cccnc1)c1ccc2c(c1)OCCN(Cc1ccccc1)C2 | -33%[86.2 µM]
NC(=O)CN1C(=O)[C@@H]2CN(C(=O)c3ccccc3)CCN2C1=O | 10%[86.2 µM]
O=[N+]([O-])c1cccc(-n2nc(-c3ccccc3)c3cnc4ccccc4c32)c1 | 27%
CCN1C(=O)c2ccccc2S(=O)c2ccc(C(=O)N3CCOCC3)cc21 (centres undefined) | 12%
COc1ccc(OC)c2sc(N(CCN(C)C)C(=O)c3cc(Cl)sc3Cl)nc12 | 14%
CCOc1cccc2cc(C(=O)N3CCCCCC3)c(=O)oc12 | -6%
C[S+](=O)([O-])NCCn1ccc2cc(OC3CCN(c4ncc(F)cn4)CC3)cnc21 | ?

Entries shown so far that have a tert-butyl group, in the order listed:
SMILES | KDM5B inhibitor
CC(C)(C)CCN1CCCC(COc2ccccc2C(=O)NC2CC2)C1 (centres undefined) | -19%
Cc1nn(CC(=O)NC(C)(C)C)c(C)c1S(=O)(=O)N1CCCC(C(=O)N2CCOCC2)C1 (centres undefined) | 6%
CC(C)(C)NC(=O)/C(C#N)=C\c1ccc(OC(F)F)cc1 | ?
CCC(C)NC(=O)C1CCN(C(=O)C(C)(C)C)CC1 (centres undefined) | 10%

(cont.)
SMILES | KDM5B inhibitor
O=C(c1ccc(C(F)(F)F)cc1)N1CCc2nc(C3CC3)nc(-c3ccc(Cl)cc3)c2C1 | ?
O=C([C@H]1O[C@H](CCN2CCOCC2)CC[C@@H]1O)N1CCN(c2ccc(F)cc2)CC1 | ?
COc1ccc(CNC(=O)CC[C@H]2CNC(=O)[C@@H]3[C@@H](CCN3Cc3ccc(O)cc3)N2C)cc1 | -24%
CCc1ccccc1NC(=O)CN1C(=O)NC2(CCOCC2)C1=O | 17%
CCN(C(=O)COC(=O)c1nc2nc(C)cc(C)n2n1)C1CCCCC1 | -27%
O=C(Cc1c[nH]c2ncc(-c3cccc(F)c3)cc12)NCc1cccnc1 | ?
O=C(NCc1ccc(F)cc1Cl)c1ccc(CSCc2ccccc2Cl)o1 | -24%
COc1ccc(C(=O)NCC(c2ccco2)S(=O)(=O)c2ccc(F)cc2)cc1 (centres undefined) | -7%
Cc1ccc2c(CN3CCOCC3)cc(=O)oc2c1C | -11%
CNC(=O)/C=C/c1ccc(C)cc1C | 26%
O=C(COC(=O)c1ccc2ccccc2n1)Nc1cccc2ccccc12 | 2%
CC(=O)N1CCC2(CC1)OC(=O)C(C)=C2C(=O)NCc1cccc(Cl)c1 | 0%
COC(=O)[C@@H]1Cc2ncn(Cc3ccc(Cl)cc3)c2CN1S(=O)(=O)c1ccc(C#N)cc1 | -32%

Copied from the list.
CCC(C)NC(=O)C1CCN(C(=O)C(C)(C)C)CC1 (centres undefined) – KDM5B inhibitor = 10%
CCn1nc(C)c(CN2CCC(n3nccc3NC(=O)CCCc3ccccc3)CC2)c1C – KDM5B inhibitor = 3%&55%
O=C(NCc1c[nH]c2ncccc12)c1cncc(Br)c1 – KDM5B inhibitor = -24%&-2%[86.2 µM]
c1ccc(C2=Nn3c(nnc3-c3cccs3)SC2)cc1 – KDM5B inhibitor = 11%

Assay outcomes: PubChem BioAssay, National Center for Advancing Translational Sciences (NCATS)

An excerpt; rates above refer to the full screens.
